LANA DNA inh: blocks KSHV LANA C-terminal domain binding to DNA; MBP-C-LANA/FAM-LBS DNA binding, fluorescence polarization; inhibition, % at 9 µM; 0.078% of 340,000 active; AID 504423;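 active = highest replicate inhibition at or above 60% at 9 µM, even if other replicates fall short; inactive = all replicates below 60% inhibition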;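 note: 0% = neutral control wells and 100% = 4 µM acridine orange control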
DSG3 Ab inh: human desmoglein-3 autoantibody binding inhibition | P32926 | DSG3-coupled beads, scFv-anti-DSG3-GFP binding, flow cytometry; stronger effect = lower value | binding (percent of control), % at 10 µM | 0.48% of 310,000 active | AID 588358;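 active = binding more than 3 SD below its plate's average and above zero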;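 note: hits lower antibody fragment binding to DSG3; some compounds called inactive have numbers as strong as hits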
NSD2 HMT inh: inhibitors of human histone methyltransferase NSD2; inhibition, % at 12.5 µM; 0.54% of 310,000 active; NSD2 peptide methylation, AlphaScreen, 120 min; in the data active = inhibition above about 50%
Keap1-Nrf2 PPI: inhibitors of human Keap1-Nrf2 protein-protein interaction; Q14145; Keap1 Kelch-Nrf2 peptide fluorescence polarization, 1536-well; inhibition, % at 9.4 µM; 0.15% of 340,000 active; AID 504523; in the data active = inhibition above about 12%;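 note: human Keap1 Kelch domain with fluorescein labeled Nrf2 9mer peptide probe; 0% = neutral control wells and 100% = peptide positive control; higher means more block of Keap1 binding to Nrf2 peptide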
Target sequence (Q14145 whole entry, looked up, the tested form may be a part): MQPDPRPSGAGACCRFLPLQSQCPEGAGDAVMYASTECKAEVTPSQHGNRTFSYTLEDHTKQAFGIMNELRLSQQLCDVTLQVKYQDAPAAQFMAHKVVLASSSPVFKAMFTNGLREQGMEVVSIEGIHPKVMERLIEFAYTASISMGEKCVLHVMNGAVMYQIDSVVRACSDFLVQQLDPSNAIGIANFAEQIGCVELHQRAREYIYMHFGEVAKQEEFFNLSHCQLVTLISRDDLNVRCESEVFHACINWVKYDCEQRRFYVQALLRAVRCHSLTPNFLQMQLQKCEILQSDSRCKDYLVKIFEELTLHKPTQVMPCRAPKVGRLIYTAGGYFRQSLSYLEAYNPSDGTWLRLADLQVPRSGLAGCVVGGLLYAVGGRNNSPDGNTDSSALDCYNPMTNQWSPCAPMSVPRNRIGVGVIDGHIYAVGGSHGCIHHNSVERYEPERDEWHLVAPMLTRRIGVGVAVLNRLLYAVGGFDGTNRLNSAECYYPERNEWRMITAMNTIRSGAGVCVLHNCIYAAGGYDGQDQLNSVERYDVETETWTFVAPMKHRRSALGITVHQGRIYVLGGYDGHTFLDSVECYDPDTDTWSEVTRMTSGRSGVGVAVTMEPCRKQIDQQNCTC
RTF Ca sens inh: cardiac RTF calcium desensitization. IANBD-labeled cardiac RTF, Ca2+ fluorescence. inhibition, % at 7.15 µM. P19429+P45379. 0.12% of 340,000 active;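 active = inhibition above the mean inhibition of all tested compounds plus 3 SD, cut at about 17% in these data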;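 note: assay run at fixed EC70 calcium of 1.6 mM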
CAL PDZ FP-1: CAL PDZ (human) peptide binding inhibition; AID 602252; inhibition, % at 24.9 µM; Q9HD26; 0.92% of 300,000 active; purified CAL PDZ, TMR-peptide fluorescence polarization, 1 h;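 active = mean inhibition of at least 30% with at least half of replicates also reaching 30%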;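 note: 0% = DMSO neutral control and 100% = excess unlabeled competitor peptide PRC23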
DAGLB inhibitor: diacylglycerol lipase beta (human) inhibition | Q8NCG7 | HEK293T DAGLB membrane lysate, EnzChek fluorogenic substrate | inhibition, % at 5.17 µM | 0.059% of 340,000 active | AID 504411; in the data active = inhibition above about 34%;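 note: 0% = enzyme with vehicle and 100% = wells lacking enzyme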
Arr AP2 block: human beta-arrestin and AP2 interaction inhibition | FITC-arrestin peptide / GST-AP2 beads, flow cytometry; AP2 beta2 appendage carries R879A mutation | inhibition, % at 10 µM | 0.31% of 340,000 active | AID 504490;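 active = inhibition above a set limit, near 3 SD of compounds lacking own fluorescence, cut at about 54% in these data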;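 note: plate controls were DMSO wells for no effect and 5 µM unlabelled arrestin peptide for full effect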
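System: GST-tagged AP2 beta2-adaptin appendage (R879A) on 4 µm glutathione beads / Reagent: FITC-arrestin peptide, 50 nM / Detection: HyperCyt-sampled flow cytometry, FL1 channel, ex 488/em 535 nm / Timing: 12 min plus 1 h, RT / Buffer or medium: PBS plus Tween 20 (0.05%) and BSA (0.1%)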
CAL PDZ FP-2: inhibitors of human CAL PDZ peptide binding | Q9HD26 | purified CAL PDZ, TMR-peptide fluorescence polarization, 1 h | inhibition, % at 20 µM | 0.02% of 330,000 active | AID 504414;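 active = highest replicate inhibition of at least 40%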;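 note: plate controls were DMSO neutral control wells for no effect and unlabeled competitor peptide control wells for full effect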
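Control set: unlabelled peptide and DMSO controls / Material: purified CerCALP PDZ construct / Timing: 1 h incubation at room temperature before polarization reading / Doses: 20 µM, one dose / Detection: fluorescence polarization (mP)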
V-ATPase pH: alters yeast V-ATPase proton transport | S. cerevisiae, pHLuorin cytosolic pH fluorescence | response, % at 10 µM | 0.37% of 350,000 active; in the data active = response mostly above about 7.3%, no sharp cut-off; inactive = mostly below about 5.4%; note: actives read high; inactives centre near 0; some compounds called inactive have numbers as strong as hits
Starred values were filed as active, the others as inactive; . = no result given. The list is partial; count on the stated rates, not on these rows.

SMILES	LANA DNA inh	DSG3 Ab inh	NSD2 HMT inh	Keap1-Nrf2 PPI	RTF Ca sens inh	CAL PDZ FP-1	DAGLB inhibitor	Arr AP2 block	CAL PDZ FP-2	V-ATPase pH
COc1cccc(C2/C(=C(\O)c3ccc4c(c3)OCCO4)C(=O)C(=O)N2c2nnc(C)s2)c1 (stereo not given)	-1.3	107.6	36.2	-0.3	-10.6	-2.7	-2.7	-29.6	-3.2	-0.7
CN(c1ccccc1)S(=O)(=O)c1ccc(C(=O)N2CCCC2)cc1	0.8	90.3	1.7	-0.7	1.3	4.2	-1.6	-6.8	-1.2	1.9
COc1ccc(NC(=O)CN2CCCC(C)C2)c([N+](=O)[O-])c1 (stereo not given)	-1.1	101.7	-1.0	-2.6	-26.6	-2.0	-4.3	0.4	-0.8	1.8
C/C(=N\NC(=S)Nc1c(C)cccc1C)c1ccc(O)cc1	1.0	93.5	-1.4	0.8	-20.6	8.3	3.0	14.5	-0.6	5.5
COc1ccc(NC(=O)N2CCC(C(=O)c3ccc(F)cc3)CC2)cc1	-0.2	116.0	-3.7	-2.9	2.2	-1.2	-5.8	5.1	2.2	0.3
CCOC(=O)c1cccc(Nc2ncnc3ccccc23)c1	0.4	109.0	0.4	-5.8	-3.1	.	-1.4	5.5	-4.4	6.3
COc1ccc(NC(=O)CN(C)C(=O)c2ccc(=O)[nH]c2)cc1	0.3	91.3	4.1	3.1	7.3	-0.3	-1.7	35.7	-1.2	2.6
COc1ccc(C(=O)n2nc(C)cc2C)cc1Br	0.7	96.7	1.7	-3.6	2.6	-4.2	-5.2	33.0	-0.9	-3.2
CCC(C(=O)NC1CCCCC1)n1c2ccccc2c2nc(=O)cc(C)n21 (stereo not given)	-0.6	104.9	-3.1	-6.6	-0.6	2.5	0.1	9.2	0.8	-1.8
COc1ccc(-c2cn3cc(Cl)ccc3n2)cc1OC	0.9	99.4	1.6	5.3	-5.5	0.8	2.3	-4.2	-0.1	1.7
CCOC(=O)N1CCN(CC(O)COc2ccccc2[N+](=O)[O-])CC1 (stereo not given)	-2.6	101.5	-1.0	2.3	-9.3	5.9	-0.4	-3.6	-0.1	-1.2
Cc1ccc(N=c2oc3cc(O)ccc3cc2C(N)=O)cc1	0.8	.	-3.5	-8.0	-15.2	-3.4	3.9	1.4	-1.7	-1.4
Cc1ccc2[nH]c(C(=O)N3CCN(c4cccc(Cl)c4)CC3)cc2c1	-1.2	98.5	-0.6	-4.3	-7.1	22.7	-3.3	-7.1	-0.2	-2.5
O=C(CCCC(=O)c1ccccc1)Nc1ccc(F)cc1	-0.2	92.5	-1.8	-0.2	-7.3	0.3	-3.3	26.9	0.8	-3.6
N#CC1=C(N)N=C(SCc2ccccc2)C(C(N)=O)C12CCCCC2 (stereo not given)	0.2	101.8	2.4	-1.9	-6.7	-1.7	0.6	9.3	.	-0.5
CCc1nc(CN(C)C(=O)C2CCC(=O)N(CCc3cccc(F)c3)C2)no1 (stereo not given)	2.7	113.8	-1.5	3.6	-2.8	-8.7	2.9	-3.3	-0.2	2.2
COc1ccc(S[C@@H](CCN2CC[C@H](O)CCC2=O)c2ccccc2)cc1	-0.9	103.4	.	-4.4	-2.0	8.2	-0.9	6.1	1.2	1.2
CCn1nnc(NC(=O)COc2cc(C)ccc2C(C)C)n1	0.0	97.5	-4.0	-4.0	-2.5	.	-0.6	-10.2	-1.9	1.0
COc1ccc2[nH]c3c(c2c1)CCN1C(=O)C(CC(=O)NCCN2CCOCC2)C[C@H](C(=O)N2CCCCC2)[C@@]31CCc1ccccc1 (stereo not given in full)	1.2	101.2	.	-0.8	-6.6	21.7	0.9	25.2	-0.7	1.7
CCCn1c(=O)c2ccccc2n2c(SCC(=O)c3ccccc3)nnc12	1.3	97.3	-1.2	-3.6	-7.2	0.9	-1.1	-5.3	-0.2	-1.9

Sorted by the number under V-ATPase pH (high to low): some entries from above.
| SMILES | LANA DNA inh | DSG3 Ab inh | NSD2 HMT inh | Keap1-Nrf2 PPI | CAL PDZ FP-1 | DAGLB inhibitor | Arr AP2 block | CAL PDZ FP-2 | V-ATPase pH |
| --- | --- | --- | --- | --- | --- | --- | --- | --- | --- |
| CCOC(=O)c1cccc(Nc2ncnc3ccccc23)c1 | 0.4 | 109.0 | 0.4 | -5.8 | . | -1.4 | 5.5 | -4.4 | 6.3 |
| C/C(=N\NC(=S)Nc1c(C)cccc1C)c1ccc(O)cc1 | 1.0 | 93.5 | -1.4 | 0.8 | 8.3 | 3.0 | 14.5 | -0.6 | 5.5 |
| COc1ccc2[nH]c3c(c2c1)CCN1C(=O)C(CC(=O)NCCN2CCOCC2)C[C@H](C(=O)N2CCCCC2)[C@@]31CCc1ccccc1 (stereo not given in full) | 1.2 | 101.2 | . | -0.8 | 21.7 | 0.9 | 25.2 | -0.7 | 1.7 |

The list goes on.
SMILES	LANA DNA inh	DSG3 Ab inh	NSD2 HMT inh	Keap1-Nrf2 PPI	RTF Ca sens inh	CAL PDZ FP-1	DAGLB inhibitor	Arr AP2 block	CAL PDZ FP-2	V-ATPase pH
Cc1ccnc(SCc2cc(=O)c(OC(=O)c3ccc(S(=O)(=O)N(C)C)cc3)co2)n1	0.1	96.5	-1.5	-8.1	-29.0	-2.9	-1.0	-1.0	-1.5	-4.7
O=S(=O)(c1ccc(Cl)cc1)N1CCN(C(=S)NCC2CCCO2)CC1 (stereo not given)	-0.6	.	-1.8	-2.4	-6.8	-4.2	0.3	5.0	-2.6	3.3
Cc1ccc(NC(=O)N2CCC(C(N)=O)CC2)cc1	2.9	95.4	-0.7	-5.6	-6.9	-1.6	-1.3	-5.2	-0.3	-4.2
O=C(c1cc(Br)c(Br)s1)N1CCN(c2ccccn2)CC1	-2.1	.	-0.3	-6.9	-1.5	0.5	-9.4	7.0	-3.3	3.4
COC(=O)CN1C(=S)N(c2ccc(Cl)cc2)C(=O)C1CC(=O)Nc1ccc(Cl)cc1 (stereo not given)	1.6	98.6	0.8	-7.3	-2.3	-2.5	-3.2	-4.6	0.6	3.6
CCN1C(=O)c2ccccc2S(=O)c2ccc(C(=O)N3CCOCC3)cc21 (stereo not given)	-1.2	100.8	-0.2	2.8	5.8	-4.3	1.1	2.9	-2.3	-4.1
CCCCn1c(N)c(N(CCOC)C(=O)c2cc(-c3ccc(C)cc3)nc3ccccc23)c(=O)[nH]c1=O	-0.6	119.0	-0.2	-4.7	-2.9	1.0	1.1	-19.4	-0.3	-0.6
O=C1NC(=Nc2ccc(Cl)cc2)SC1Cc1cc(Cl)ccc1Cl (stereo not given)	-0.2	100.6	1.9	-1.1	4.5	-0.7	-3.4	-11.0	0.0	1.1
CC1(C)CC(C(=O)Nc2nccs2)CCO1 (stereo not given)	0.0	.	24.3	0.1	-3.3	7.2	-4.3	-5.8	-2.1	-2.1
O=C(CCc1nnc2ccc(N3CCC4(CC3)OCCO4)nn12)Nc1cc(F)ccc1F	0.0	106.1	-2.3	-2.4	1.5	.	-0.4	12.8	0.1	-2.0
COCCOC(=O)/C(C#N)=C/c1cn(Cc2ccccc2)nc1-c1cccnc1	-3.6	102.1	.	-2.4	-1.9	-4.1	-1.9	9.5	-5.3	2.1
Cc1nn(CC(=O)O)c(C)c1Cl	-0.7	115.8	-1.2	-3.4	-5.8	-3.2	-1.3	1.9	-1.5	-0.9
O=C1c2ccccc2CC1(Cc1ccccc1)Cc1ccccc1	-2.1	.	-5.9	1.5	0.6	-2.3	-15.4	36.4	-0.3	2.7
CCc1nc2c(cnn2-c2ccc(F)cc2)c(=O)n1-c1ccc(N2CCC(C)CC2)cc1	-1.1	100.4	.	-3.2	-5.1	-3.9	-0.3	23.6	-1.4	3.5
CCCCN=C1NN=C(c2ccc3c(c2)OCCO3)CS1	-2.3	.	1.4	-1.7	.	-2.4	.	13.3	-0.4	-0.7
CC1=CC(c2ccccc2)n2nc(N)nc2N1 (stereo not given)	0.3	102.7	.	-4.4	-16.9	1.0	-9.8	0.2	0.0	1.3
COCCN(C(=O)CCC(=O)Nc1cc(C)on1)C(C(=O)NC(C)(C)C)c1ccc(OC)cc1 (stereo not given)	-2.0	.	1.1	-3.9	-19.9	.	-1.6	-2.0	-1.5	2.1
O=C(CC1S/C(=N/N=C/c2cccnc2)NC1=O)Nc1ccccc1 (stereo not given)	0.3	107.8	-0.6	-1.1	11.8	-3.7	1.6	12.1	-0.7	1.5
Cc1ccc(CNCc2cccnc2)s1	-0.2	111.2	-1.2	-2.8	-2.8	-4.2	0.8	11.8	-3.5	1.1
CC1CCN(CCOCCOc2ccc(Cl)cc2Br)CC1	0.7	103.6	-0.5	2.8	-2.2	12.7	2.4	-2.9	-0.7	0.1

An excerpt from above in order of SMILES length, lowest first.
SMILES	LANA DNA inh	DSG3 Ab inh	NSD2 HMT inh	Keap1-Nrf2 PPI	RTF Ca sens inh	CAL PDZ FP-1	DAGLB inhibitor	Arr AP2 block	CAL PDZ FP-2	V-ATPase pH
Cc1ccc(CNCc2cccnc2)s1	-0.2	111.2	-1.2	-2.8	-2.8	-4.2	0.8	11.8	-3.5	1.1
Cc1nn(CC(=O)O)c(C)c1Cl	-0.7	115.8	-1.2	-3.4	-5.8	-3.2	-1.3	1.9	-1.5	-0.9
CC1(C)CC(C(=O)Nc2nccs2)CCO1 (stereo not given)	0.0	.	24.3	0.1	-3.3	7.2	-4.3	-5.8	-2.1	-2.1
CC1=CC(c2ccccc2)n2nc(N)nc2N1 (stereo not given)	0.3	102.7	.	-4.4	-16.9	1.0	-9.8	0.2	0.0	1.3
CC1CCN(CCOCCOc2ccc(Cl)cc2Br)CC1	0.7	103.6	-0.5	2.8	-2.2	12.7	2.4	-2.9	-0.7	0.1
Cc1ccc(NC(=O)N2CCC(C(N)=O)CC2)cc1	2.9	95.4	-0.7	-5.6	-6.9	-1.6	-1.3	-5.2	-0.3	-4.2
O=C1c2ccccc2CC1(Cc1ccccc1)Cc1ccccc1	-2.1	.	-5.9	1.5	0.6	-2.3	-15.4	36.4	-0.3	2.7
O=S(=O)(c1ccc(Cl)cc1)N1CCN(C(=S)NCC2CCCO2)CC1 (stereo not given)	-0.6	.	-1.8	-2.4	-6.8	-4.2	0.3	5.0	-2.6	3.3
CCN1C(=O)c2ccccc2S(=O)c2ccc(C(=O)N3CCOCC3)cc21 (stereo not given)	-1.2	100.8	-0.2	2.8	5.8	-4.3	1.1	2.9	-2.3	-4.1
COCCOC(=O)/C(C#N)=C/c1cn(Cc2ccccc2)nc1-c1cccnc1	-3.6	102.1	.	-2.4	-1.9	-4.1	-1.9	9.5	-5.3	2.1
CCc1nc2c(cnn2-c2ccc(F)cc2)c(=O)n1-c1ccc(N2CCC(C)CC2)cc1	-1.1	100.4	.	-3.2	-5.1	-3.9	-0.3	23.6	-1.4	3.5
